CHO parental Ca: signal in parental CHO cells, OX1R antagonist counter-screen; inhibition, % at 5.6 µM; AID 463079; 0.63% of 330,000 active; parental CHO-K1, ATP-induced calcium, Fluo-8 fluorescence;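 active means inhibition above that plate's mean sample inhibition plus 3 SD, cut at about 26% in these data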;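 further: 0% = ATP-challenged DMSO wells and 100% = DMSO wells without ATP; some compounds past the cut are filed as inactive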
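Material: Parental CHO cells | Reagent: ATP | Compound dosing: Single nominal dose of 5.6 µM per compound | Detection: Intracellular calcium via Fluo-8 no-wash fluorescent dye | Read-out: % inhibition of ATP-induced calcium mobilization | Benchmarks: Low control ATP plus DMSO, high control DMSO only | Replicates: Singlicate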
TAAR1 agonist: human TAAR1 agonism; CHO RD-HGA16 TAAR1, Fluo-8 calcium fluorescence; vehicle wells 0%, saturating PEA agonist 100%; activation, % at 3 µM; 0.99% of 360,000 active; AID 624467;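 active means activation above the mean activation of all test compounds in the run plus 3 SD, cut at about 38% in these data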
Target sequence (Q96RJ0 whole entry, looked up): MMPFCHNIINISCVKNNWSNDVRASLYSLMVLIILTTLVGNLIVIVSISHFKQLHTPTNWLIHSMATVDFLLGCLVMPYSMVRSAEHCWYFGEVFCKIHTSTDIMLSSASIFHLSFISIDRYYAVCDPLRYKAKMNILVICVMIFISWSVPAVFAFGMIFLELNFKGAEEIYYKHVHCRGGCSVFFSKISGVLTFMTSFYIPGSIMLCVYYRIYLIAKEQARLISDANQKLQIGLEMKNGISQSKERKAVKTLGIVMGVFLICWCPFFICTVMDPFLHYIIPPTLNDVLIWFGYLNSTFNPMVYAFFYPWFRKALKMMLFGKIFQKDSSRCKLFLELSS
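Assay system: CHO-derived RD-HGA16 cells with stable Gα16 and human TAAR1; timing: 17-24 h seeding, 75 min 37 °C dye, 30 min RT; read-out: % activation from peak over basal fluorescence ratio, DMSO-to-PEA scaled; measured by: kinetic Fluo-8 calcium fluorescence; benchmarks: low control DMSO, high control PEA (EC100); doses: 3 µM single concentration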
M1 PAM parental: counter-screen for M1 PAMs: effect in parental CHO-K1 cells; ATP EC20, Fluo-8 calcium fluorescence; 0% at ATP EC20, 100% at ATP max; activation, % at 3 µM; 0.02% of 360,000 active;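 active means activation above the run cutoff, the mean activation of all test compounds plus 3 SD, cut at about 40% in these data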;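 further: peak over basal fluorescence ratio in a 140 s read after ATP addition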
CHRM1 antagonist: human CHRM1 antagonism. CHO-K1 hM1, Fluo-8 calcium fluorescence, ACh EC80 antagonist. inhibition, % at 3 µM. P11229. 1.3% of 360,000 active;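 active means percent inhibition above its own plate's cutoff, namely the mean of that plate's compound wells plus 3 SD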;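 further: peak over basal fluorescence ratio during 140 s after agonist addition; 0% = ACh EC80 plus DMSO and 100% = DMSO alone without agonist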
Target sequence (P11229 whole entry, looked up): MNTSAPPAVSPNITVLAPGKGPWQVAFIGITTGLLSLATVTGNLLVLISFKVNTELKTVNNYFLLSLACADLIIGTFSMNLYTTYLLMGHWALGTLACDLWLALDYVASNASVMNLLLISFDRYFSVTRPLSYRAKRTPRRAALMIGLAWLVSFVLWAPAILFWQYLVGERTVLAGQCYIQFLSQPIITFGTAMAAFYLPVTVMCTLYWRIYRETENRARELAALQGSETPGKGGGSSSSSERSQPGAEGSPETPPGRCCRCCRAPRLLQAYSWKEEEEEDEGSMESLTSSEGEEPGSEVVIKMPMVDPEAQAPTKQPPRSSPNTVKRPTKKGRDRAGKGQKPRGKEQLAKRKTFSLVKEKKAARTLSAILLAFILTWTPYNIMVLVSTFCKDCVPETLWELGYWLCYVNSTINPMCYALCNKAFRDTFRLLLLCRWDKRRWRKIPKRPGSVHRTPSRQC
M1 ag parental: nonselective activator or artifact in parental CHO-K1 cells. 0.48% of 360,000 active. Fluo-8 calcium fluorescence; scaled to maximal ATP response, vehicle zero. AID 602248. activation, % at 3 µM; in the data active means activation above about 15%;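 further: untransfected CHO-K1 host cells lacking M1 receptor as counterscreen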
M1 PAM: positive allosteric modulators of human M1 muscarinic receptor; activation, % at 3 µM; P11229; 0.088% of 360,000 active; AID 588819; CHO-K1 hM1, Fluo-8 calcium fluorescence, ACh EC20; 0% = ACh EC20, 100% = maximal ACh; in the data active means activation above about 19%, passing the limit was not always enough
CHRM1 agonist: agonists of human M1 muscarinic receptor; 0.33% of 360,000 active; CHO-K1 hM1, Fluo-8 calcium fluorescence, agonist mode; 0% DMSO, 100% acetylcholine EC100; activation, % at 3 µM;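 active means activation above the run's mean compound activation plus 3 SD, cut at about 16% in these data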;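 further: peak over basal fluorescence ratio within a 140 s kinetic read after compound addition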
TAAR1 antagonist: antagonists of human TAAR1; inhibition, % at 3 µM; Q96RJ0; CHO RD-HGA16 TAAR1, Fluo-8 calcium fluorescence, antagonist; 1.5% of 360,000 active;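 active means inhibition above a per-plate cutoff, the mean inhibition of test compounds on that plate plus 3 SD, cut at about 49% in these data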;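 further: 0% = DMSO plus EC80 beta-PEA response and 100% = DMSO alone without agonist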
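Test system: RD-HGA16 CHO cells with stable hTAAR1 and Gα16 / Probe or stimulus: EC80 β-phenethylamine stimulus / Times: seeding 17-24 h prior, 75-min 37 °C, 30-min RT dye loading / Detection: Fluo-8 calcium-sensitive fluorescence / Read-out basis: % inhibition scaled between DMSO and EC80 PEA controls / Repeats: singlicate, one well per test compound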
CHO-K1 Ca antag: M1 antagonist counterscreen hit in parental CHO-K1 cells; ATP-induced calcium, Fluo-8 fluorescence; inhibition, % at 3 µM; 0.6% of 360,000 active; AID 602250;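 active means inhibition above a per-plate cutoff, the plate's mean sample inhibition plus 3 SD, cut at about 24% in these data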;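 further: 0% = DMSO plus EC80 ATP and 100% = DMSO alone without ATP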
* = called active by the depositor; . = not tested or not shown.

SMILES	CHO parental Ca	TAAR1 agonist	M1 PAM parental	CHRM1 antagonist	M1 ag parental	M1 PAM	CHRM1 agonist	TAAR1 antagonist	CHO-K1 Ca antag
CCc1ccc(OCCSc2nc3ccccc3n2CC(=O)O)cc1	-3	7	0	2	-0.1	-2	-2	-4	1
CC(C)CN(C(=O)Cn1c(C(F)(F)F)nc2ccccc21)C1CCS(=O)(=O)C1 (stereo not given)	-11	1	16	-9	0.6	9	-4	-6	8
O=C(O)c1ccc(CSc2nnc(-c3ccncc3)n2-c2ccc(Cl)cc2)cc1	1	8	5	2	0.0	0	-3	17	-8
CC(C)CN(C(=O)c1ccc(S(=O)(=O)N2CCCC2)cc1)C1CCS(=O)(=O)C1 (stereo not given)	3	2	16	-4	2.3	3	-7	-34	-7
O=S(=O)(c1cc(F)ccc1F)N1CCN(c2ccccn2)CC1	3	-1	12	-4	0.7	1	-7	-2	6
CC(=O)c1cccc(NC(=O)C2C3C=CC(C3)C2C(=O)O)c1 (stereo not given)	-3	6	10	5	0.1	-2	-4	13	-9
O=c1c2c3c(sc2n2cnnc2n1Cc1ccccc1)CN(Cc1ccccc1)CC3	-21	6	14	-2	0.0	-2	-5	0	-8
COc1ccc(NC(=O)n2ncc3cc(Cl)ccc32)cc1OC	-5	2	12	-19	2.2	10	-2	14	-16
CC(=O)CC(CC(=O)NC1CCCCC1)c1ccccc1 (stereo not given)	-15	12	15	-2	3.4	6	-2	-2	-10
C#CCn1cccc(C(=O)Nc2ccc(OC)cc2)c1=O	-10	2	22	0	1.6	-1	-5	-9	-8
CC(NC(=O)c1ccccc1Br)C1CC2CCC1C2 (stereo not given)	-12	-2	15	-14	0.7	9	-5	-24	-14
CCOC(=O)c1c(NC(=O)COC(=O)Cn2c(C)nc3ccccc32)sc2c1CCCC2	-17	23	26	-6	1.7	2	-5	-10	-17
CCCc1nc2ccc(Cl)cn2c1Cc1ccc(C)cc1	.	0	15	-26	0.6	0	-6	-20	-22
CCn1cc(C(=O)N2CCCC(N3CCN(c4ccccc4C)CC3)C2)cn1 (stereo not given)	-23	1	4	-1	-0.5	2	-5	-3	0
CSc1ccc(/C=N/n2c(C3CCCCC3)n[nH]c2=S)cc1	-21	-1	23	-10	0.7	3	-7	-6	-10
CCN(CC)C(=O)C1=C(C)N(Cc2ccc(C(C)(C)C)cc2)C(=O)C(CC(=O)NC2CC2)C1 (stereo not given)	.	1	-7	6	-0.7	-7	-3	-7	6
Cc1ccc(S(=O)(=O)N2CCOCC2)cc1C(=O)NC1CCCC(C)C1C (stereo not given)	-12	0	-2	-17	0.2	14	-3	-11	2
C=CC[C@@H](CC(=O)N(CCO)Cc1ccccc1)C(=O)N[C@H](COC(=O)[C@@H](CC=C)Cc1ccc(F)cc1)c1ccccc1	-13	14	-3	7	0.7	-1	-2	61*	-13
COc1ccc(CCNC(=O)c2cc(-c3ccc(C)c(C)c3O)n[nH]2)cc1OC	-16	10	8	-1	4.3	5	-1	41	-5
Cc1nn(Cc2ccccc2Cl)c(C)c1N	-31	14	-1	1	-0.4	3	-1	7	6
CC(=O)Nc1ccc(C(=O)Nc2cc(S(=O)(=O)N3CCOCC3)ccc2N2CCOCC2)cc1	.	4	16	-10	0.4	6	-1	8	-18
CC(C)[C@H]1C(=O)Nc2ccccc2N1C(=O)N[C@@H](Cc1ccccc1)C(=O)N[C@@H](C(=O)O)c1ccccc1	-10	1	1	-5	0.1	1	-3	-15	4
COc1ccc(CC(=O)NCc2n[nH]c(=S)n2C)cc1	-3	0	-5	-4	0.6	6	-5	-18	9
CCC(=O)N1CCCC(C)(C(=O)Nc2ccc3scnc3c2)C1 (stereo not given)	.	2	11	-13	0.4	5	-4	-6	-7
COc1ccc(C(=O)NC2CCN(C(=O)Nc3ccccc3Cl)CC2)cc1	-6	-1	13	0	0.8	-5	-9	8	-8

3 entries from above, sorted by their value in CHRM1 agonist, highest first.
| molecule | CHRM1 antagonist | CHRM1 agonist |
| --- | --- | --- |
| COc1ccc(CCNC(=O)c2cc(-c3ccc(C)c(C)c3O)n[nH]2)cc1OC | -1 | -1 |
| CC(=O)CC(CC(=O)NC1CCCCC1)c1ccccc1 (stereo not given) | -2 | -2 |
| O=c1c2c3c(sc2n2cnnc2n1Cc1ccccc1)CN(Cc1ccccc1)CC3 | -2 | -5 |

The results go on.
SMILES	CHO parental Ca	TAAR1 agonist	M1 PAM parental	CHRM1 antagonist	M1 ag parental	M1 PAM	CHRM1 agonist	TAAR1 antagonist	CHO-K1 Ca antag
Cc1ccc(Cn2cnc3ccccc32)cc1	-1	3	12	0	9.2	1	0	-21	-18
COc1ccc(C(=O)Nc2cccc(S(C)(=O)=O)c2)cc1	-2	9	13	-13	1.1	11	-6	1	-8
O=C1C2CCCCC2C(=O)N1c1ccc(NC2CCCCC2)c([N+](=O)[O-])c1 (stereo not given)	-24	-2	17	-12	-0.2	6	-7	6	-3
CCC1CCCCN1S(=O)(=O)c1ccc(NC(=O)C2CCN(C(=O)c3ccco3)CC2)cc1 (stereo not given)	4	9	7	-3	2.4	14	-1	-14	-4
O=C(Cc1ccccc1)Nc1nc2ccccc2s1	-10	16	7	-9	0.3	-4	-5	21	0
COc1ccc(S(=O)(=O)N=C2C=C(C)C(=O)C(C)=C2)cc1	5	2	12	-9	0.8	10	-1	10	-5
N#CCC(=O)N/N=C/c1ccc(SCC(=O)Nc2ccccc2)o1	9	4	9	-6	1.1	5	0	21	-7
O=c1nc2ccccc2c2n1CC(CN1CCN(Cc3ccccc3)CC1)N2 (stereo not given)	-12	3	-6	11	0.7	-7	-6	15	21
O=C(NC(C(=O)c1ccccc1)N1CCCCC1)c1ccccc1 (stereo not given)	-12	15	7	-5	0.8	6	0	-3	0
CNS(=O)(=O)c1cccc(C(=O)OCC(=O)N2CC(C)OC(C)C2)c1 (stereo not given)	13	4	22	-8	0.5	8	-2	-10	-13
CC(C)c1nc2oc3c(=O)[nH]cnc3c2c2c1COC(C)(C)C2	-13	2	10	-6	0.2	2	-4	-18	-11
CCc1ccc2[nH]c(C(=O)Nc3ccc(F)cc3Br)cc2c1	-12	3	-2	-5	0.1	2	-2	3	-7
O=C(NC(Cc1ccccc1)C(=O)O)c1ccc(S(=O)(=O)N2CCOCC2)cc1 (stereo not given)	-4	25	9	-7	0.5	2	-4	-2	-30
Cc1ccc(CSCCNC(=O)c2ccc(N(C)S(=O)(=O)c3ccccc3)cc2)cc1	2	3	14	3	3.0	-3	-1	28	-6
COc1ccc(C(CNC(=O)c2cccc(S(=O)(=O)N3CCCC3)c2)N2CCCC2)cc1 (stereo not given)	-16	1	2	7	0.5	-7	-7	-23	-10
COCCNC(=O)CCc1c(C)nc2nc(-c3cc(OC)cc(OC)c3)nn2c1C	-8	-1	15	-7	0.4	4	-6	18	-11
CCCCOc1ccc(C(O)(CC)CCN2CCOCC2)cc1 (stereo not given)	-21	0	2	3	2.1	-8	-12	-8	-3
C=CCn1c(-c2cccc3ccccc23)n[nH]c1=S	-1	-1	18	-7	0.8	5	-5	-12	-4
Cc1ccc(C(=O)CN(CCC(=O)O)S(=O)(=O)c2ccc([N+](=O)[O-])cc2)cc1	11	2	24	-8	0.2	8	-5	-23	-15
COc1ccc(Nc2nc3ccccc3c(=O)s2)c(OC)c1	-18	4	14	8	0.9	4	-3	-21	-4
COc1ccc(-c2cc(=O)oc3cc(OC(C)C(=O)Nc4ccc(CN5CCOCC5)cc4)ccc23)cc1 (stereo not given)	5	3	15	-12	0.9	8	-2	-7	-17
Cc1ccc(N(C(C)C(=O)O)S(=O)(=O)c2c(C)n[nH]c2C)cc1 (stereo not given)	3	9	15	-27	0.5	6	-2	7	-6
O=C(NCc1cccnc1)C1CCC(CNS(=O)(=O)c2ccc(Cl)cc2)CC1 (stereo not given)	-4	5	-3	-1	1.6	3	-7	6	-12
COc1cc(/C=N/N2CCOCC2)ccc1OCc1ccccc1	-3	1	18	13	5.1	-12	-4	-13	-3
CC(=O)Nc1ccc(NC(=O)c2cc(C)nn2-c2ccccc2)cc1	-9	6	16	-14	0.5	7	-7	12	-10

Other compounds follow:
SMILES	CHO parental Ca	TAAR1 agonist	M1 PAM parental	CHRM1 antagonist	M1 ag parental	M1 PAM	CHRM1 agonist	TAAR1 antagonist	CHO-K1 Ca antag
O=C1CN(CC(=O)Nc2ccc(SC(F)F)cc2)CCN1	-1	13	-16	10	-1.0	-7	-1	-10	27*
Cc1cc(NCCN(C)C)n2nc(-c3cccs3)cc2n1	-10	7	24	-6	0.8	8	-7	-4	-14
CSCCOC(=O)COc1ccc(/C=N/NC(=O)c2c(Cl)cnn2C)cc1	1	5	11	2	2.7	-3	-6	-11	-4
CCOC(=O)c1ccccc1NC(=O)CSc1nnc(COc2ccccc2C)n1C	-36	16	22	-10	0.6	10	-1	-27	-2
COc1ccc(S(=O)(=O)N2CCC(C(=O)NCc3ccccn3)CC2)cc1C	-11	0	-2	-12	-0.9	3	-4	17	0
Fc1ccc(NC(=S)Nc2cccnc2)cc1	-4	6	-21	8	-0.6	-2	-3	30	21
C[C@@H]1CN([C@@H](C)CO)C(=O)c2cccc(NS(C)(=O)=O)c2O[C@H]1CN(C)CC1CCCCC1	-6	0	14	-7	0.2	10	0	12	-16
COC(=O)[C@H](C)NC(=O)Nc1cc(OC)ccc1OC	-6	4	-7	-4	-0.1	0	-1	-12	-15
COc1ccc2c3c(cccc13)OCC2=O	4	1	18	-14	0.5	5	-3	-8	-12
CC(=O)c1ccc([N+](=O)[O-])c(CS(=O)(=O)c2ccccc2)c1	-8	5	-1	-25	0.6	11	-1	-7	-11
CCN(CC)S(=O)(=O)c1ccc(C(=O)Nc2nnc(COC)o2)cc1	-4	4	20	-9	0.2	10	-5	-13	-2
COc1cccc(NC(=O)COc2ccccc2)c1	5	2	10	-18	0.2	12	-2	6	5
CN(C)c1cccc(C(=O)NCc2ccc3c(c2)OCO3)c1	-21	-1	-6	8	1.5	6	2	4	2
CCc1ccc(NC(=O)c2noc3c2CCC3)cc1	1	-2	-8	7	0.0	2	-2	-2	19
Cc1nn(Cc2c(Cl)cccc2Cl)c(Cl)c1/C=C/C(=O)OCC(=O)NCC(F)(F)F	-13	11	4	-3	-0.2	5	-1	13	-4
CC(=O)OC(C(=O)NCS(=O)(=O)c1ccc(C)cc1)c1cccnc1 (stereo not given)	-2	4	4	3	0.2	0	-2	1	0
ClC1(Cl)CC1CSc1nc2ccccc2[nH]1 (stereo not given)	9	2	16	-3	2.7	7	-5	1	-14

Of the compounds above, three contain a furan ring, fused or not.
SMILES	CHO parental Ca	TAAR1 agonist	M1 PAM parental	CHRM1 antagonist	M1 ag parental	M1 PAM	CHRM1 agonist	TAAR1 antagonist	CHO-K1 Ca antag
CCC1CCCCN1S(=O)(=O)c1ccc(NC(=O)C2CCN(C(=O)c3ccco3)CC2)cc1 (stereo not given)	4	9	7	-3	2.4	14	-1	-14	-4
N#CCC(=O)N/N=C/c1ccc(SCC(=O)Nc2ccccc2)o1	9	4	9	-6	1.1	5	0	21	-7
CC(C)c1nc2oc3c(=O)[nH]cnc3c2c2c1COC(C)(C)C2	-13	2	10	-6	0.2	2	-4	-18	-11

Source: PubChem BioAssay
